High-throughput results (PubChem BioAssay)
TexasRed fluor: counter-screen for TRb-SRC2 inhibitors: fluorescence interference | TRb/SRC2 Texas Red total fluorescence interference | Potency, µM (top dose mostly 106 µM), for the others: at the highest dose fluorescence change, negative = quenching | 280,000 tested, 0.29% active; active = well fitted curve in either direction with a large enough effect; inconclusive = small, poorly fitted or top-dose-only effect; also: % is scaled to controls: 0 for no effect and ±100 for the full control effect
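Human TRb ligand-binding domain at 0.6 uM with 20 nM Texas Red SRC2 peptide in Tris buffer containing 1 uM T3 and 5% DMSO, incubated with compound 5 h at ambient temperature. Total fluorescence (555/632 nm) calculated as parallel + 2 × perpendicular.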
JMJD2E inh: inhibitors of human JMJD2E histone demethylase. B2RXH2. JMJD2E catalytic domain, FDH-coupled NADH fluorescence (FDH is formaldehyde dehydrogenase). Potency, µM (series often up to 57.1 µM), inactives show top-dose activity change, negative = inhibition, usual class: inhibitors. 230,000 tested, 1.6% active; active = well fitted inhibition curve with a large enough effect, not every such curve was filed as active; inconclusive = small, poorly fitted or top-dose-only effect, or another doubt; inactive = no such curve, though single readings can be large or run the other way;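 also: 0% = wells with enzyme and -100% = buffer wells without enzyme; nearly all actives have a fitted effect of over 50% in size; many of its hits are not listed in these tables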
TRb SRC2 PPI: inhibitors of human thyroid hormone receptor beta-SRC2 interaction; P10828; TRbeta-SRC2 peptide binding, fluorescence polarization; receptor liganded with 1 µM T3; Potency, µM (doses to about 106 µM), for the others: at the top dose activity change, negative = inhibition, usual class: inhibitors; 280,000 tested, 0.065% active; AID 1469;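 also: plate controls were bound peptide for no effect and peptide without receptor for full effect; nearly all actives have a fitted effect of over 50% in size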
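Fluorescence polarization of 20 nM Texas Red SRC2 peptide with 0.6 uM human TRb ligand-binding domain, in Tris buffer with 1uM T3 and 5% DMSO. Incubated 5 hr ambient; normalized to unbound and bound controls.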
RGS12 GoLoco inh: RGS12 GoLoco-Gai1 interaction inhibition; P63096; 230,000 tested, 0.44% active; Potency, µM (series often up to 61.6 µM), for inactives: top-dose activity, negative = inhibition, usual class: inhibitors; Gai1:RGS12 GoLoco peptide FP, rhodamine, 10 min; AID 880; active = well fitted inhibition curve with a large enough effect, not every such curve was filed as active; inactive = no such curve, though single readings can be large or run the other way; also: % is scaled to controls: 0 for no effect and ±100 for the full control effect; nearly all actives have a fitted effect of over 30% in size; many of its hits are not listed in these tables
Target sequence (P63096 whole entry, looked up): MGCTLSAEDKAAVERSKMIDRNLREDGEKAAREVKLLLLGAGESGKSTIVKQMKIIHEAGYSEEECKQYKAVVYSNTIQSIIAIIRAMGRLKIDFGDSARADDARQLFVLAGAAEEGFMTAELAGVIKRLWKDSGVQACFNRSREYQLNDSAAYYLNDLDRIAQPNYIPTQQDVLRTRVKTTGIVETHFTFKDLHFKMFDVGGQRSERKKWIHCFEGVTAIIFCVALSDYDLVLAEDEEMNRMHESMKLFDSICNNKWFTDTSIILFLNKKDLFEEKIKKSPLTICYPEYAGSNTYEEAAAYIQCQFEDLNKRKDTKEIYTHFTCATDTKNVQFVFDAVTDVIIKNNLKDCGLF
ALDH1A1 inh: ALDH1A1 (human) enzyme inhibition; P00352; Purified ALDH1A1, NADH fluorescence, propionaldehyde substrate; Potency, µM (series often up to 75.3 µM), without a hit: top-dose activity, negative = inhibition, usual class: inhibitors; 220,000 tested, 7.3% active; AID 1030; active = well fitted inhibition curve with a large enough effect, not every such curve was filed as active; inconclusive = small, poorly fitted or top-dose-only effect, or another doubt; inactive = no such curve, though single readings can be large or run the other way;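 also: plate controls were no enzyme wells and a reference inhibitor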
SMN2 splice up: increases expression of the SMN2 splice variant; HEK293 SMN2-luciferase splicing reporter, luminescence, 30-36 h; Potency, µM (top dose mostly 46.1 µM), without a hit: at the highest dose activity change, positive = activation, hits mostly activators; 210,000 tested, 2.8% active; AID 1458; also: % of control where 0% means no effect; nearly all actives have a fitted effect of over 55% in size
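HEK293 cells carry an SMN2 […]–luciferase reporter in which exon 7 inclusion puts luciferase in frame. Cells were plated 10-12 h before compound addition, then incubated 30-36 h at 37C. ONE-Glo luminescence was read; sodium butyrate at 4.5 mM final served as control.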
RECQ1 inh: RECQ1 (human) helicase inhibition; 240,000 tested, 0.54% active; Potency, µM (doses to about 57.3 µM), without a hit: top-dose activity, negative = inhibition, actives largely listed as inhibitors; AID 2549; P46063; RECQ1 DNA unwinding, red fluorescence kinetic read;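 also: plate controls were vehicle for no effect and no enzyme for full effect; nearly all actives have a fitted effect of over 30% in size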
Target sequence (P46063 whole entry, looked up): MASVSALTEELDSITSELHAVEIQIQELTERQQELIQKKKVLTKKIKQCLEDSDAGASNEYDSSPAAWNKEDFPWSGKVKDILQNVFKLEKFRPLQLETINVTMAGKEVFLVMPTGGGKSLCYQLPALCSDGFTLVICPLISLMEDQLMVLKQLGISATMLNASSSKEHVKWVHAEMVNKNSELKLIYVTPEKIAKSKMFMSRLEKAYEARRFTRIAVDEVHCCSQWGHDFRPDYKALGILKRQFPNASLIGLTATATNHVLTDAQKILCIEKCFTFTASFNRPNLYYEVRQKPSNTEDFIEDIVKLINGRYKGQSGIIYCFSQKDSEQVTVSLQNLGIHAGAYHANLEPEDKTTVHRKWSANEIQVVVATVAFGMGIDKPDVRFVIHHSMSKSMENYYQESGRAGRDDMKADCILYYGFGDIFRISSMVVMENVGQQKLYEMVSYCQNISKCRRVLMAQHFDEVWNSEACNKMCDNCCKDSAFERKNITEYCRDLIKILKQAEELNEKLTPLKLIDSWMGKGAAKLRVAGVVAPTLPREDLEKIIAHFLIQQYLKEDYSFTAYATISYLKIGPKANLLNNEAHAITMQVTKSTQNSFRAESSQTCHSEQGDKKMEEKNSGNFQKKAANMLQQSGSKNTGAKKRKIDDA
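RECQ1T1 50 nM; forked duplex (20 bp + 30-nt ss tails) 200 nM, ATP 2 mM final; pH 8.0, 2 mM MgCl2, 2.5 ug/ml poly(dI-dC); 15 min compound preincubation; discontinuous kinetic read over 2 h at RT.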
LMNA splice mod: modulators of lamin A splicing | 200,000 tested, 0.01% active | AID 1487 | Potency, µM (highest dose often 46.1 µM), for inactives: at the highest dose ratio change, negative = inhibition, actives largely listed as inhibitors | HeLa LMNA splicing GFP/RFP minigene ratio, 48 h; active = well fitted inhibition curve with a large enough effect in the signal ratio, with a control signal flat, not every such curve was filed as active; inconclusive = small, poorly fitted or top-dose-only effect, or effect the other way, or a change in a side signal; the % refers to the signal ratio; also: % is scaled to controls: 0 for no effect and ±100 for the full control effect
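Read-out is the ratio of GFP to DsRed2 object intensity, acquired by 488 nm laser-scanning cytometry on HeLa lamin A-EGFP minigene reporter cells. Compound incubation 48 hrs at 37 °C in Opti-MEM with 2% FBS; DMSO 0.5% final.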
Active calls of the source: *; i = inactive; ? = inconclusive; / = not tested or not shown; ! = repeats disagree; [ ] = remark or other dose. Unless noted, calls follow the shape of the dose curve; as a rule, active = well fitted curve in the direction sought with a large enough effect; inconclusive = small, poorly fitted or top-dose-only effect, or another doubt; inactive = no such curve, though single readings can be large; an effect the other way counts as inactive or inconclusive. Potency is read from the fitted curve at half-maximal effect. These rows are one share of the data; the hit share may differ from the screen's.

SMILES | TexasRed fluor | JMJD2E inh | TRb SRC2 PPI | RGS12 GoLoco inh | ALDH1A1 inh | SMN2 splice up | RECQ1 inh | LMNA splice mod
CCOc1ccc(N(CC(=O)N/N=C/c2cccnc2)S(C)(=O)=O)cc1 | -3% | 15% | -1% | -3% | 13% | -8% | -1% | 22%[46 µM]
COc1ccccc1NC(=O)Cc1csc(N)n1 | -2% | 7% | 1% | -2% | 8% | -6% | i | 10%
CC(=O)Nc1ccc(Oc2cc(C#N)c(C#N)cc2N2CCCCCC2)cc1 | 0% | -10% | 15% | -13% | 0% | -124%[inhibitor] | 0% | ?
COc1ccc(C(C[N+](=O)[O-])c2c(C)[nH]c3ccccc23)cc1OC (configuration not stated) | -3% | 5% | -5% | 3% | -13% | 12% | -9% | -1%
Cc1ccc(S(=O)(=O)N(C)C)cc1-n1c(SCC(=O)Nc2ccc(F)c(F)c2F)nc2ccccc2c1=O | 0% | -7% | 3% | 4% | -1% | -43%[inhibitor] | -10% | -3%
O=S(=O)(NC1CCCC1)c1ccc(S(=O)(=O)N2CCc3ccccc32)cc1 | -1% | -10% | -4% | -1% | 32µM* | -76%[inhibitor] | -7% | ?
CN(C)C(=S)Nc1ccc2ccccc2c1 | -1% | -10% | -7% | -11% | ? | 14% | -2% | -19%
COc1ccc(Cl)cc1C(=O)Nc1ccc(N(C)C(C)=O)cc1 | 1% | -4% | 6% | -4% | 0% | -27% | 0% | -5%
Nc1nc(SCc2c(F)cccc2Cl)[nH]c(=O)c1-c1ccccc1 | 0% | -29% | -25% | 1% | 5% | 2% | -5% | -8%
CCCCCc1c(C)c(C#N)c2nc3ccccc3n2c1-n1ccnc1C | -5% | 1% | -5% | 18% | 3% | -17% | -7% | 9%
CCN(c1ccc(NC(=O)COC(=O)/C=C/c2cccs2)cc1)C(C)C | -7% | -7% | 1% | -10% | 0.13µM* | 5% | 19% | -9%[46 µM]
CO[C@@H]1COC(=O)C/C=C\[C@@H](C)[C@H](OC)COC(=O)C/C=C\[C@H]1C | -2%[11.2 µM] | / | 1%[11.2 µM] | / | 11%[13.5 µM] | / | -6%[11.5 µM] | /
CC1CCN(Cc2nc3c(c(=O)n(C)c(=O)n3C)n2CCCc2ccccc2)CC1 | -3% | 4% | -8% | 10% | 0.63µM* | -20% | -16% | -8%
O=C(Nc1cccc(NC(=O)c2cccs2)c1)c1cccnc1 | -1% | -8% | 6% | 5% | -7% | 3% | -3% | -24%[46 µM]
CCOC(=O)C1CCN(C(=O)c2cccc(NC(=O)C(CC)CC)c2)CC1 | -1% | 1% | 0% | 10% | 6% | 14% | -6% | -12%
COc1cccc(C2C(C(=O)Nc3nc4ccccc4s3)=C(C)NC3=C2C(=O)CC(C)(C)C3)c1OC (configuration not stated) | 3% | ? | 3% | -8% | ? | -18% | -2% | 2%
Cc1ccc(Cl)cc1NC(=O)c1ccc(NC(=O)CCC(=O)O)cc1 | -1% | 4% | 0% | -2% | -4% | ? | 0% | ?
O=C(C1CC1)N1CCCC(c2ccc(Cl)cc2)=N1 | -3% | -1% | -1% | 5% | 0% | -7% | i | 14%[46 µM]
CCOC(=O)CC1=NN(c2ccccc2)C(=O)/C1=C\c1ccc(N(C)C)cc1 | -2% | -1% | 8% | 99%[activator] | 5µM* | 16%[1.84 µM] | -4% | -11%
C=CCN1C=C2C(=O)C(C)(OC(=O)c3cccs3)C(=O)C=C2C=C1CCCC(=O)OC (configuration not stated) | 1%[11.2 µM] | 16µM*! | -1%[11.2 µM] | -1%[14.2 µM] | ? | 7%[9.22 µM] | -11%[11.5 µM] | -8%[9.22 µM]
Cc1cc(C(=O)Nc2c(C)nn(Cc3ccccc3)c2C)on1 | -1% | 11% | 4% | -3% | 18% | -17% | -8% | -2%
C=CCOc1ccc(/C=C/C(=O)Nc2ccc(C(=O)NC)cc2)cc1 | -3% | ? | -4% | 2% | ? | 0% | -4% | -9%
Cc1ccccc1Nc1c(-c2ccccn2)nc2ccccn12 | 0% | ? | 10% | 4% | ? | / | -1% | ?
O=C(NCc1ccccc1)NS(=O)(=O)c1ccccc1Cl | 1% | -7% | -9% | -1% | 4% | 1% | -16% | 11%
COc1ccc(C2CC(c3ccccc3OC(C)=O)=NN2C(=O)/C=C/c2ccccc2)cc1OC (configuration not stated) | 3% | ? | 5% | 10% | ? | -7% | -19% | ?
Cc1[nH]c2ccccc2c1C(=O)/C=C/c1ccccc1 | -1% | -10% | 2% | 14% | -9% | 28% | -21% | ?
CCOc1ccc(OCc2cccc(C(=O)N(CC)CC)c2)cc1 | -1% | -6% | 0% | 8% | -12% | 5µM* | i | ?
CCc1cc(C(=O)Cc2nc3ccccc3[nH]2)c(O)cc1O | -2% | ? | -11% | 1% | ? | -2% | -5% | ?
CCCCOC(=O)CSC1=C(C#N)C(c2ccccc2OCC)C(C#N)C(=O)N1 (configuration not stated) | 1% | -2% | 6% | 6% | ? | -2% | -21% | ?
CCOc1ccc(NC(=O)Nc2cc(C)on2)cc1 | 1% | -5% | 0% | -1% | 8% | ? | i | 2%
Clc1cccc(Cc2nn[nH]n2)c1 | 1% | -6% | 4% | 0% | 5% | / | -4% | /
c1ccc(CC(Nc2ccccn2)c2ccccc2)cc1 (configuration not stated) | -1% | ? | -7% | 1% | -5% | -14% | -12% | -9%[46 µM]
Cn1c(-c2ccccc2)cnc1NCc1cc2c(cc1[N+](=O)[O-])OCO2 | -1% | -8% | -1% | 3% | 13µM* | 8% | -7% | -18%
Clc1ccccc1-c1cncnc1NCc1cccs1 | / | / | / | -10% | 23% | / | 0% | -10%
Nc1nc(Nc2ccccc2Br)nc(C(F)(F)F)n1 | -1% | 2% | -3% | -3% | 4% | 4% | -8% | -6%
Cc1cnc(C(=O)Nc2ccc(C(=O)N3CCCCC3)cc2)cn1 | -4% | 0% | -4% | 3% | -3% | 3% | -5% | 10%
COc1ccc(CNS(=O)(=O)c2ccc3oc(C(=O)O)c(C)c3c2)cc1 | 1% | -9% | -1% | 16% | ? | -2% | -1% | -1%
Cn1c(=O)c2c(nc(N3CCC(C(N)=O)CC3)n2CCSc2nc3ccccc3s2)n(C)c1=O | 0% | -8% | 5% | 2% | 2% | -12% | 0% | 9%
COC(=O)c1ccccc1COn1c(=O)c[n+]([O-])c2ccccc21 | 1% | -21% | -3% | 10% | ? | 5% | -5% | -3%
CCCCSc1nnc(CSc2ncccn2)n1C | 0% | 5% | 0% | -30% | -3% | -19% | -1% | /
CCc1ccc(Nc2nc3ccccc3c(=O)s2)cc1 | -1% | -1% | -13% | 3% | -1% | 3% | i | -4%
O=C(c1cccc(Cl)c1)N1CCN(Cc2ccncc2)CC1 | 2% | ? | 3% | -1% | -16% | 21% | i | 0%
Cc1ccc(/C=C/C(=O)OC(C)C(=O)Nc2ccc(Cl)cn2)o1 (configuration not stated) | 1% | -11% | 4% | 5% | ? | -1% | -11% | 7%
COc1ccc2c(c1)Cc1sc(NC(=O)c3cccs3)nc1-2 | -6% | 11µM* | ? | 11% | 2.5µM* | ? | ? | ?
CC[C@H](C)[C@H](NC(N)=O)C(=O)NCCc1ccc(Cl)cc1Cl | -7% | -13% | -1% | 0% | -2% | 12% | -2% | 26%[46 µM]
CNc1ncnc2ccc(-c3cccc(OC)c3)cc12 | / | / | / | 10% | ? | / | 16% | ?
COc1cccc(N(C(=O)Cn2nnc(-c3ccc(F)cc3)n2)C(C(=O)NCC2CCCO2)c2ccc(Cl)cc2)c1 (configuration not stated) | -1% | -6% | -6% | 3% | 3% | / | -8% | ?
CC12CC[C@@H]3c4ccc(OS(=O)(=O)O)cc4CC[C@H]3C1CCC2=O (some centres not stated) | -7%[53 µM] | 9%[25.5 µM] | -1%[53 µM] | 11%[21.6 µM] | -9%[20.9 µM] | -6%[20.6 µM] | i | -3%
CCOC(=O)Cc1csc(NC(=O)CSc2nc(-c3ccccc3)c(C#N)c(=O)[nH]2)n1 | -1% | ? | 4% | 5% | ? | 6% | 21% | /
CCOc1ccc(-c2nnc(N3CCCCC3)c3ccccc23)cc1 | -1% | -3% | -7% | 2% | ? | -17% | -4% | 6%[0.0737 µM]
CC(=O)c1ccc(Nc2nc(=O)c3cccnc3s2)cc1 | 0% | -1% | 7% | -6% | -5% | ? | -4% | 2%
